From PubChem
ASAP1 inh – inhibitors of human ASAP1 ArfGAP activity, primary screen, biochemical, fluorescence polarization; Arf-GAP with SH3 domain, ANK repeat and PH domain-containing protein 1 (Homo sapiens), …; ASAP1-stimulated ARF1 GTP hydrolysis, GDP FP detection; inhibition, % at 16.5 µM; hit rate 0.19% among 360,000; AID 624377, 2012; in the data active = inhibition above about 25%;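 note: 0% = vehicle with enzyme and substrate and 100% = no enzyme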
Tn6 DDE FP – inhibitors of Tn6 peptide binding to fibrin DD(E), primary screen, biochemical, fluorescence polarization, human fibrin, Tn6 probe; Fibrinogen beta chain (Homo sapiens), P02675; Fibrin DD(E) TRITC-Tn6 fluorescence polarization displacement; inhibition, % at 8.3 µM; hit rate 0.21% among 370,000;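 active = inhibition above a per-campaign cutoff: mean of compounds within control limits plus 3 SD, cut at about 15% in these data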;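 note: 0% = median of all compound wells on the plate and 100% = blocking peptide control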
Target sequence (P02675 whole entry, looked up): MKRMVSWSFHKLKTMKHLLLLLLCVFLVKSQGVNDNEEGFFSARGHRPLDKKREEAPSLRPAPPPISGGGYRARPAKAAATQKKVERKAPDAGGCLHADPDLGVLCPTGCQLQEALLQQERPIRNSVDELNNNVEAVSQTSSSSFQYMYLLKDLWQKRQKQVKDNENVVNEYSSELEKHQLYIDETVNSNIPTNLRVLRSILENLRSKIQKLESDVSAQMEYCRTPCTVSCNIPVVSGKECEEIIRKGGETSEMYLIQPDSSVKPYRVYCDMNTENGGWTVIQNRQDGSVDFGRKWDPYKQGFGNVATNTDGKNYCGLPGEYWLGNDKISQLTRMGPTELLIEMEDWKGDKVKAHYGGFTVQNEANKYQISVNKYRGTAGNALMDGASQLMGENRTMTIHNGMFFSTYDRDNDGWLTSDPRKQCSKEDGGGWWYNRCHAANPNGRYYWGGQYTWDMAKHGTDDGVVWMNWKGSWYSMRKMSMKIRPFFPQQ
TDP2 absorb – human TDP2 enzyme inhibitors, primary screen, biochemical, epi absorbance, recombinant enzyme; Tyrosyl-DNA phosphodiesterase 2 (Homo sapiens), O95551; T5PNP hydrolysis, p-nitrophenol absorbance 415 nm; inhibition, % at 12.8 µM; hit rate 0.34% among 370,000; AID 720702, 2013;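 active = inhibition above the mean of all tested compounds plus 3 SD, set per campaign, cut at about 25% in these data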;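 note: 0% = DMSO with enzyme and 100% = buffer with substrate but no TDP2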
Target sequence (O95551 whole entry, looked up): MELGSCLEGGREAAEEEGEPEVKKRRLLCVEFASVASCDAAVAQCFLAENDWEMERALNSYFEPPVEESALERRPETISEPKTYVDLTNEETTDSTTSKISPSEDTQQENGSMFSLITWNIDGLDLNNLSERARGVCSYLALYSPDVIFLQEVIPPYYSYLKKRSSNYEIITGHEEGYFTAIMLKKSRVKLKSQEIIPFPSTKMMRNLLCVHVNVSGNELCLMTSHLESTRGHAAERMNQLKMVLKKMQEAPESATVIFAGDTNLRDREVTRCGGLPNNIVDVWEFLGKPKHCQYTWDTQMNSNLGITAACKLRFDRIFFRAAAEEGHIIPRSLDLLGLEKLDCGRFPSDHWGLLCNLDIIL
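Assay system: recombinant human TDP2 / Reagent: T5PNP substrate at 5 mM, a TopII-DNA adduct mimic / Measured by: epi absorbance from released p-nitrophenol / Evaluation: % inhibition relative to enzyme-containing and enzyme-free wells / Control set: enzyme-free and DMSO wells / Replicates: each compound tested once, singlicate / Schedule: enzyme reaction with compound for 2 h at 37 °C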
ADAM10 inh – human ADAM10 inhibitors, primary screen, biochemical, QFRET, HTS | recombinant ADAM10, EDANS/DABCYL FRET peptide cleavage, 3 h | inhibition, % at 7 µM | hit rate 0.62% among 370,000;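 active = inhibition above a per-campaign cutoff equal to the mean of compounds falling between control-based bounds plus 3 SD, cut at about 20% in these data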;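 note: 0% = DMSO wells while the 100% control is not disclosed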
KLK7 zymogen act – proKLK7 zymogen activators, primary screen, biochemical, fluorescence intensity; Kallikrein-7 (Homo sapiens), P49862; AID 652039, 2013; purified proKLK7, EDANS-DABCYL substrate fluorescence; 100% is mature enzyme control, 0% vehicle; activation, % at 7 µM; hit rate 0.9% among 370,000;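 active = activation above the mean of all tested compounds plus 3 SD, computed per campaign excluding outliers beyond control limits, cut at about 13% in these data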
Target sequence (P49862 whole entry, looked up): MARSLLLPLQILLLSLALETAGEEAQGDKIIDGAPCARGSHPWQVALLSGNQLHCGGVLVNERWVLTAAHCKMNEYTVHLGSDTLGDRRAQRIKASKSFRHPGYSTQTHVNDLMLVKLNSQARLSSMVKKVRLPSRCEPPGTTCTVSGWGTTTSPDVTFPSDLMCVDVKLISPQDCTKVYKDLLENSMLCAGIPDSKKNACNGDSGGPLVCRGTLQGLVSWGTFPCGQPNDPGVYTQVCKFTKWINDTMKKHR
PLC-gamma1 inh – PLC-gamma1 enzyme inhibitors, primary screen, biochemical, fluorescence, purified enzyme. 1-phosphatidylinositol 4,5-bisphosphate phosphodiesterase gamma-1 (Homo sapiens), P19174. fluorogenic substrate. inhibition, % at 12.2 µM. hit rate 0.84% among 370,000. AID 720700, 2013; in the data active = inhibition above about 9.5%
ADAM17 inh – ADAM17 inhibitors, primary screen, biochemical, QFRET; Disintegrin and metalloproteinase domain-containing protein 17 (Homo sapiens), P78536; inhibition, % at 6.95 µM; hit rate 0.83% among 370,000; recombinant ADAM17, EDANS/DABCYL FRET peptide cleavage;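 active = inhibition above the mean of compounds lying between control limits plus 3 SD, set per campaign, cut at about 8.5% in these data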;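 note: 0% = DMSO-only wells as the low control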
ARFGAP1 inhibitor – inhibitors of rat ARFGAP1 GAP activity, primary screen, biochemical, fluorescence polarization, GDP tracer; ADP-ribosylation factor GTPase-activating protein 1 (Rattus norvegicus), Q62848; Arfgap1-stimulated ARF1 GTP hydrolysis, GDP FP detection; inhibition, % at 16.5 µM; hit rate 0.26% among 360,000;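 active = inhibition above a per-plate limit, mean inhibition of low control wells plus 3 SD, cut at about 25% in these data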;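 note: 0% = DMSO wells with enzyme and 100% = wells lacking Arfgap1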
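material = rat Arfgap1 catalytic domain, aa 1-136 | also added = human ARF1(Δ1-17)-GTP substrate | compound dosing = one concentration, 16.5 µM, DMSO 1.26% | times = GTP hydrolysis reaction 2 h at 25 °C | measured by = FP, GDP Alexa 633 tracer displaced from anti-GDP antibody, 620/688 nm | evaluation = percent inhibition of Arfgap1-stimulated GTP hydrolysis | replication = single well per compound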
LEDGF integ inh – blockers of LEDGF/p75-dependent integrase strand transfer – biochemical, TR-FRET, high throughput, primary screen; HIV-1 integrase (with human LEDGF/p75); TR-FRET IN-LEDGF/p75 DNA integration, Eu/Cy5; inhibition, % at 3.7 µM; hit rate 0.64% among 370,000; AID 743269, 2014;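 active = inhibition above the screen-wide mean plus 3 SD, cut at about 13% in these data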;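 note: signal is the Cy5 over europium emission ratio at 671 and 618 nm; 0% = plate median of compound wells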
DDE Tn7 FP inh – inhibitors of Tn7 peptide binding to fibrin DD(E), primary screen, biochemical, fluorescence polarization, human fibrin, Tn7 probe; hit rate 0.13% among 370,000; inhibition, % at 8.3 µM; FP displacement of FITC-Tn7 peptide from fibrin DD(E); 0% = median of compound wells per plate; Fibrinogen beta chain (Homo sapiens), P02675;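 active = inhibition above the mean of compounds falling within the control limits plus 3 SD of them, cut at about 14% in these data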;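 note: 0% = plate median of compound wells and 100% = 10 µM Aha-Tn7 peptide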
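Measure: % inhibition scaled between sample-field median and high-control FP; Test system: human fibrin DD(E); Quantity: 2 µM final DD(E) protein; Doses: one dose, 8.3 µM nominal; Schedule: compound with protein 10 min, then 3 h after probe, room temperature; Detection: fluorescence polarization; Medium: Tris buffer with calcium and detergent, pH 7.8.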
* hit, by the source's call.

SMILES	ASAP1 inh	Tn6 DDE FP	TDP2 absorb	ADAM10 inh	KLK7 zymogen act	PLC-gamma1 inh	ADAM17 inh	ARFGAP1 inhibitor	LEDGF integ inh	DDE Tn7 FP inh
O=C(CC1CCCCC1)Nc1ncn[nH]1	11.7	-1.3	7.4	-6.6	-0.1	1.0	-5.4	3.7	-0.6	1.4
CCCCOC(=O)c1cc(Cl)c(O)c(OC)c1	-2.8	4.9	6.2	0.1	0.4	6.2	-2.8	0.4	-3.3	-1.0
COc1ccccc1OC(C)C(=O)Nc1nc(-c2ccc(S(=O)(=O)N3CCOCC3)cc2)cs1 (stereo unspecified)	-2.0	-1.9	-8.4	21.1*	0.3	-16.2	6.5	7.1	2.5	2.2
Cc1cc(-n2c(C)cc(C(=O)CN3C(=O)NC4(CCCCC4C)C3=O)c2C)no1 (stereo unspecified)	6.4	-2.0	2.2	-2.3	-0.6	-5.7	-0.6	-1.4	1.4	-6.2
CC(C)N(C(=O)[C@H]1C[C@H](CC(=O)NC(C)(C)C)C(=O)N2CCc3c([nH]c4cc(-c5ccco5)ccc34)[C@]12C)C(C)C	-4.7	3.0	-4.7	-264.5	20.4*	-357.5	-74.1	5.8	6.0	7.0
O=C(CSc1nnnn1-c1cccnc1)Nc1ccc(OCc2ccccc2)cc1	17.1	-3.5	-8.3	3.7	0.5	1.1	3.8	-8.5	6.8	-4.9
O=S(=O)(c1ccccc1)n1ccc2ccccc21	-15.4	-8.1	-8.3	2.1	-0.6	0.6	-0.8	-6.6	-0.6	-5.0
Cc1cc(C(C)(C)C)cc(C)c1S(=O)(=O)N1CC(=O)Nc2ccccc21	2.9	10.1	-12.8	7.3	0.5	2.1	-0.7	-3.2	-6.0	10.7
CCOc1ccc2oc(C(=O)O)c(C)c2c1	-8.0	4.1	9.7	-19.9	0.2	-0.6	-7.8	-2.7	-0.6	-4.6
COc1ccc(C2CCCN2C(=S)Nc2cccc(C)c2)cc1OC (stereo unspecified)	1.7	-2.0	12.9	0.6	0.3	0.5	-4.8	4.2	-0.6	-2.5
CC(=O)N1CCSc2ccc(S(=O)(=O)NCc3ccccc3)cc21	-13.6	-2.9	-8.4	-7.4	-0.1	-0.8	-9.9	0.4	-2.2	-0.2
O=C(C(c1ccccc1)c1ccccc1)N1CCC(c2nc(-c3ccccc3Cl)no2)CC1	0.1	-0.1	4.8	12.3	0.2	0.8	5.0	1.4	2.2	-6.4
COc1ccc(N(CC(=O)Nc2ccc3c(c2)OCO3)S(=O)(=O)c2ccc(F)cc2)cc1	-5.8	-9.8	9.0	7.0	0.3	0.4	2.8	3.8	0.8	-3.2
CN(CCC#N)S(=O)(=O)c1ccc2c(c1)c(=O)n(C)c(=O)n2C	13.6	2.7	8.2	-7.4	-0.3	-0.4	-4.3	2.9	-0.3	0.9
COc1ccc(C2C(C(=O)OCC(=O)NC(C)(C)C)CCC(=O)N2c2ccc(C)cc2)cc1OC (stereo unspecified)	8.5	-3.8	-1.9	1.1	0.9	3.1	-4.7	0.4	-3.4	-0.7
CCOC(=O)c1ccc(-c2ccc(C3Nc4ccccc4C(=O)N3O)o2)cc1 (stereo unspecified)	3.2	4.2	1.5	-27.1	-10.4	-23.0	-11.2	8.1	0.6	-9.8
CC(C)CCNC(=O)c1ccc(Cl)c(NC(=O)c2ccccc2F)c1	5.7	-1.4	0.2	-6.2	0.0	-0.7	-0.8	9.4	1.8	4.2
CS(=O)(=O)N1CCN(CC2CC3C=CC2C3)CC1 (stereo unspecified)	3.2	2.2	1.0	0.1	-0.8	10.0*	-1.1	-10.3	0.5	-2.1
Cc1noc(C)c1COc1ccc(C(=O)Nc2ncccc2O)cc1	9.9	0.6	11.4	-1.9	0.5	-1.9	-0.8	-5.8	0.4	4.1
O=C(CSc1nnc2ccc(-c3ccc(F)cc3)nn12)N1CCCC1	4.3	3.5	14.6	-75.8	6.1	-209.3	-27.6	-9.7	1.4	1.6

Rewritten with two lines to a compound: entries from further up.
Order of values – ASAP1 inh | Tn6 DDE FP | TDP2 absorb | ADAM10 inh | KLK7 zymogen act | PLC-gamma1 inh | ADAM17 inh | ARFGAP1 inhibitor | LEDGF integ inh | DDE Tn7 FP inh
- COc1ccc(C2CCCN2C(=S)Nc2cccc(C)c2)cc1OC (stereo unspecified)
 : 1.7 | -2.0 | 12.9 | 0.6 | 0.3 | 0.5 | -4.8 | 4.2 | -0.6 | -2.5
- CC(=O)N1CCSc2ccc(S(=O)(=O)NCc3ccccc3)cc21
 : -13.6 | -2.9 | -8.4 | -7.4 | -0.1 | -0.8 | -9.9 | 0.4 | -2.2 | -0.2

The list goes on:
SMILES	ASAP1 inh	Tn6 DDE FP	TDP2 absorb	ADAM10 inh	KLK7 zymogen act	PLC-gamma1 inh	ADAM17 inh	ARFGAP1 inhibitor	LEDGF integ inh	DDE Tn7 FP inh
Clc1cccc(CN2CCN(c3nc4nonc4nc3NC3CC3)CC2)c1	2.0	0.1	-4.9	-4.0	0.4	1.7	0.1	-8.8	2.3	-5.6
C#CCOCCOCCOCCNc1nc(N2CCN(C(=O)[C@H]([C@@H](C)CC)n3cc([C@@H](N)Cc4ccc(O)cc4)nn3)CC2)nc(N2CCN(C(=O)[C@H](Cc3ccc(O)cc3)n3cc([C@@H](N)CC(C)C)nn3)CC2)n1	19.0	-4.9	-10.2	-3.5	0.0	1.9	0.6	-0.3	2.3	1.7
O=C(NNC(=S)NCc1ccccc1)c1ccc(Br)o1	0.1	-0.3	14.9	-2.5	0.0	-4.3	-0.5	-3.5	5.6	-1.0
O=C(OC(C(=O)NCc1ccco1)c1ccc(Cl)cc1)c1cccs1 (stereo unspecified)	0.1	4.5	6.2	-3.5	0.0	0.6	1.4	0.3	-0.4	6.8
c1ccc2c(c1)oc1c(Nc3ccc(CN4CCOCC4)cc3)ncnc12	13.4	1.4	4.6	-9.6	1.2	-72.0	0.6	-7.6	1.3	-4.0
S=C(NCCc1ccccn1)NC1CCCCC1	13.3	-3.9	-4.0	-9.0	-0.2	-1.8	-4.6	19.4	-0.2	2.2
O=C(Nc1ccc(N2CCN(C(=O)c3cccs3)CC2)cc1)c1ccco1	3.5	2.5	7.7	-7.2	0.3	1.6	-2.2	8.5	1.7	-5.2
CCCCN(C)C(=O)CSc1nc(NCc2ccc(OC)cc2)c2ccccc2n1	-7.5	-1.9	-3.0	2.2	0.5	2.0	2.2	3.1	-4.0	2.3
CCn1c(CCNC(=O)c2cccs2)nnc1SCC(=O)c1ccc(OC)cc1	-2.0	-5.5	-7.7	-1.5	0.9	2.3	-3.4	-2.0	2.2	-3.2
O=C(COC(=O)C1C2CC3OC(=O)C1C3C2)Nc1ccc(Br)cc1 (stereo unspecified)	14.2	-0.6	-0.3	-6.7	-0.2	-0.4	-2.5	2.2	-2.1	11.3
CCOc1ccc(-c2cccc(NC(=O)c3ccc(Br)o3)c2)nn1	14.8	7.9	15.5	-12.2	-0.6	-16.9	0.2	7.2	0.9	0.5
CCCCOC(=O)c1ccc(NC(=O)c2c(Cl)ccc(Cl)c2OC)cc1	-1.0	-7.0	-2.9	22.2*	0.5	4.4	9.3*	0.4	3.7	3.6
CC(=O)Nc1ccc(SCC(=O)Nc2cc(C(C)(C)C)nn2-c2ccccc2)cc1	-10.6	-1.3	4.7	-3.0	0.1	-0.2	-4.6	1.1	2.4	3.0
COc1ccccc1NC(=O)CSc1ccc(-c2ccc(-n3cccn3)cc2)nn1	-9.7	-1.3	17.4	-2.8	0.0	0.7	-1.3	3.4	-1.0	11.4
Cc1nc2c(OCc3ccccc3)cccn2c1N(C)C(=O)C1CCCCC1	-1.7	-6.2	-1.9	-6.4	-0.1	1.0	-1.9	1.2	0.4	1.0
CCN(C(=O)COC(=O)C12CC3CC(CC(O)(C3)C1)C2)c1c(N)n(Cc2ccccc2)c(=O)[nH]c1=O	-14.0	-1.8	-5.8	0.4	0.7	-1.9	0.4	-8.4	5.9	3.4
O=c1cc(CN2CCN(c3ccccc3)CC2)nc2scc(-c3ccccc3)n12	8.8	-4.8	-7.7	0.6	0.7	-7.4	-4.0	-5.3	-0.5	-3.1
COc1ccccc1-n1c(SCC(=O)O)nnc1-c1ccc(S(=O)(=O)N2CCCCC2)cc1	17.0	1.3	10.6	2.9	0.5	-1.2	-1.9	-3.6	-2.8	1.1
Cc1cc(Br)c2nc(-c3ccc(F)cc3)c(Cc3cccc(Cl)c3)n2c1	1.5	0.0	3.6	-8.9	-0.8	-5.4	-2.8	12.4	-1.1	-5.8
O=C(CCOc1ccccc1)OCC(=O)c1cc2ccccc2o1	-7.8	-0.7	3.5	-6.2	-0.5	-6.6	-1.9	-6.1	3.9	2.3
Cc1ccc(NC(=O)c2ccc(OC(=O)c3cc4ccccc4o3)cc2)cc1	14.2	-1.3	-2.4	-2.2	0.2	2.7	-1.9	-2.0	1.0	0.0
CC1CCCCN1C(=S)Nc1ccc(S(=O)(=O)N2CCCCC2)cc1 (stereo unspecified)	7.7	2.7	5.3	0.6	-0.4	-0.5	-1.5	5.2	0.1	-2.4
Cc1ccn2c(CNCCn3nc(C)cc3C)c(C(=O)N3CCCCCC3)nc2c1	-6.3	6.9	-11.2	-0.6	0.1	-1.6	-2.4	5.0	7.5	8.1
CCN(C(=O)COC(=O)c1[nH]c(C)c(C(C)=O)c1C)C1CCS(=O)(=O)C1 (stereo unspecified)	8.4	-2.4	-17.4	1.0	-0.3	-24.0	1.0	-0.9	-0.4	-6.1
CCN1C(=O)[C@H]2[C@@H](c3ccc(-c4ccccc4)c(OC)c3)N[C@@](Cc3ccccc3)(C(=O)OC)[C@H]2C1=O	-6.9	7.7	7.4	-7.2	-0.2	0.1	-4.4	14.2	-0.2	4.8
